Source: PubChem
PAX8 inh HTS: PAX8 transcriptional activity inhibition. RMG-I TPO-luciferase reporter, SteadyGlo, 24 h. inhibition, % at 12.6 µM. 1.2% of 360,000 active;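 active means mean replicate inhibition at least 60% with every replicate also reaching 60%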;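 further: luciferase light reporting Pax8 driven TPO promoter activity; plate controls were median of neutral control wells for no effect and mitoxantrone controls for full effect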
LGR2 inh: Drosophila LGR2 receptor signaling inhibition; HEK293 LGR2, CRE-luciferase, bursicon-stimulated, 4 h; inhibition, % at 9.99 µM; 0.35% of 380,000 active;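 active means drop in luminescence signal, shown as inhibition above about 50% in the replicate tests, limit read from the data, passing the limit was not always enough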;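 further: agonist challenge used bursicon conditioned medium at about half maximal strength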
ERAP1 inh: blocks human ERAP1 aminopeptidase activity; recombinant ERAP1, Leu-AMC fluorescence, 60 min; inhibition, % at 10.7 µM; 0.15% of 340,000 active; AID 652197;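 active means mean replicate inhibition of at least 30%, or all replicates individually reaching that 30% level; inactive means mean below 30% and not every replicate reaching it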;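 further: 0% = neutral control wells and 100% = L-leucinethiol positive control wells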
Target sequence (Q9NZ08 whole entry, looked up): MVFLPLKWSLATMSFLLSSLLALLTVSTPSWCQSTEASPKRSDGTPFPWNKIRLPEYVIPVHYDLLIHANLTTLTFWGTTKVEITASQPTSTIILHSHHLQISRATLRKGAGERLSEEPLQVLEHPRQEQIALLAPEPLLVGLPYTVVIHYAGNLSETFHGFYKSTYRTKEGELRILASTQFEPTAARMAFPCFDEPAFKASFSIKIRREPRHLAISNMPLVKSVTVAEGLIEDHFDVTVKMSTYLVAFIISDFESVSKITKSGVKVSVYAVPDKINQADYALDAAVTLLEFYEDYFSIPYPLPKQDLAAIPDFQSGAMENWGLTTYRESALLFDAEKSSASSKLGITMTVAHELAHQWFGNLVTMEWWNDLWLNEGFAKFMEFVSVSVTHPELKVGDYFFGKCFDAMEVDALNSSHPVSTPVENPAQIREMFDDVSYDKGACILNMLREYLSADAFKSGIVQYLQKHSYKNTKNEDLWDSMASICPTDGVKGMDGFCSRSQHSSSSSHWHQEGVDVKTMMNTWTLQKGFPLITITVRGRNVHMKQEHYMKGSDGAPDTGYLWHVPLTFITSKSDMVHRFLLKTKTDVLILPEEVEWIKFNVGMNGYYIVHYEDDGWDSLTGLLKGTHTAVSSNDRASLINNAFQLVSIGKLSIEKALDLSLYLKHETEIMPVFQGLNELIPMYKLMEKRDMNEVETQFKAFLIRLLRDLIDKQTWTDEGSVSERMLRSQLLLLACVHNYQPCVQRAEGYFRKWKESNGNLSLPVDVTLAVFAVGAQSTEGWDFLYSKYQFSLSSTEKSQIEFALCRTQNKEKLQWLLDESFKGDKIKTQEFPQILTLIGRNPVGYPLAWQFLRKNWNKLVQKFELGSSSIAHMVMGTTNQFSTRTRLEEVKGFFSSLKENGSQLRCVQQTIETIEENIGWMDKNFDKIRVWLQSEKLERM
PglD inh: blocks C. jejuni PglD acetyltransferase activity; inhibition, % at 12.5 µM; purified PglD enzyme, DTNB colorimetric CoA detection; 0.098% of 360,000 active; in the data active means inhibition above about 16%, passing the limit was not always enough; further: strong numbers were not always called active
EWS-Fli inh: EWS/Fli transcriptional activity inhibition. 0.67% of 350,000 active. A673 NR0B1-luciferase reporter, viability-normalised. inhibition, % at 12.6 µM. AID 651661;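 active means mean inhibition of at least 50% after viability correction, with every replicate also passing that limit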;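 further: firefly luciferase signal divided by Alamar Blue viability fluorescence both relative to DMSO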
S100A4 MyoIIA: S100A4-myosin IIA interaction inhibition. P26447. S100A4/TAMRA-MyoIIA peptide fluorescence polarization. inhibition, % at 10.7 µM. 0.14% of 360,000 active. AID 652163;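 active means mean inhibition of at least 70% across replicates, with every replicate also reaching that level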
Target sequence (P26447 whole entry, looked up): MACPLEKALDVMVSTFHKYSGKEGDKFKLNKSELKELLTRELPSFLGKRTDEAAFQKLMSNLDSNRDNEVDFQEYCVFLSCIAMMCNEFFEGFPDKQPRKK
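assay system = human S100A4 monomer with TAMRA-labelled myosin IIA peptide | also added = labelled myosin peptide probe, 5 nM | incubation = 5 min between mix addition and reading | control set = DMSO and TFP controls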
PGC1a acetyl inh: modulators of PGC1a acetylation. AID 651687. 0.17% of 350,000 active. inhibition, % at 15.6 µM. U2OS PGC1a acetylation, AlphaScreen anti-acetyl-lysine; with virally co-expressed GCN5 acetyltransferase;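 active means every replicate shows inhibition of at least 40%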;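 further: 0% = neutral control wells and 100% = positive control wells; some results beyond the cut were filed as inactive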
FN deposition inh: fibronectin deposition inhibition; AH1F fibroblasts, Alexa488-fibronectin deposition fluorescence, overnight; AID 743247; inhibition, % at 12.6 µM; 0.086% of 350,000 active;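 active means mean inhibition across replicates of 30% or more, regardless of how many single replicates reach that level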;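 further: positive control wells lacked labelled fibronectin entirely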
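material = AH1F fibroblast monolayer depositing Alexa488-labelled fibronectin into matrix | amount = 10000 AH1F cells/well | buffer or medium = DMEM plus 2% serum, read in PBS | incubation = 1 h cell adhesion before compound, then overnight fibronectin incubation | detection = fluorescence at 485 nm excitation, 525 nm emission | evaluation = percent inhibition as loss of matrix-bound fibronectin fluorescence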
* = called active by the depositor; · = no result given.

cpd | structure | PAX8 inh HTS | LGR2 inh | ERAP1 inh | PglD inh | EWS-Fli inh | S100A4 MyoIIA | PGC1a acetyl inh | FN deposition inh
1 | O=C(OC1CCOC1=O)C1CCN(S(=O)(=O)c2ccc(Cl)c(C(F)(F)F)c2)CC1 (stereo not given) | -23 | -10 | -1 | · | 3 | -69 | · | -5
2 | NCC[C@@H]1CC[C@@H](NC(=O)Nc2ccc(F)cc2)[C@H](CO)O1 | -15 | -10 | 2 | -3 | 4 | 6 | 3 | 2
3 | COCCOC(=O)C1=C(C)NC(=S)NC1c1cccs1 (stereo not given) | 10 | 12 | 1 | -8 | 3 | -2 | -4 | -2
4 | CCOC(=O)c1sc2nc(OCc3cccnc3)cc(C)c2c1N | -2 | -22 | 0 | · | -15 | 15 | · | 6
5 | COc1ccc(N2CCN(C(=O)c3ccc(S(=O)(=O)N4CCCC4)cc3)CC2)cc1 | -22 | 4 | 0 | -1 | -8 | 5 | 1 | -2
6 | COc1ccc(/C(C)=N/NC(=O)CNC(=O)c2cccs2)cc1OC | -4 | 2 | -1 | -3 | -1 | 0 | · | 8
7 | CCOC(=O)c1cccc(NC(=O)CSc2nnc(-c3cccnc3)n2CC)c1 | 13 | · | · | -3 | · | · | -14 | 3
8 | COc1cc2c(cc1OC)C(Cc1ccc(O)cc1)N(C)CC2 (stereo not given) | 22 | -15 | 2 | -3 | -11 | -5 | · | -1
9 | O=C(NN1C(=O)/C(=C\c2ccc(O)c([N+](=O)[O-])c2)SC1=S)c1ccccc1Cl | 12 | 4 | 7 | -13 | -25 | -9 | 5 | 2
10 | COC(=O)C[C@@H]1CC[C@H]2[C@@H](COc3ccc(NC(=O)c4cscn4)cc3C(=O)N2C)O1 | -7 | 6 | 1 | -4 | -14 | 2 | -1 | 3
11 | CC(C)n1c(=O)[nH]c2ccccc21 | · | 6 | -1 | 4 | 17 | -2 | -2 | ·
12 | Cc1ccccc1NC(=O)Cc1nc(COC(=O)c2cc(Br)ccc2O)cs1 | -4 | -6 | 1 | 2 | 1 | -1 | 8 | -2
13 | CCc1ccc(C)[n+](CC(=O)c2cccs2)c1 | 18 | 7 | 2 | 0 | 0 | -4 | -4 | 11
14 | C[C@@H]1CN([C@H](C)CO)C(=O)c2cc(C#CC3(O)CCCC3)cnc2O[C@H]1CN(C)S(C)(=O)=O | · | 12 | 0 | -2 | 0 | 5 | 4 | -1
15 | Cc1nc(C(=O)NC(C)C)nn1-c1cc(Cl)cc(Cl)c1 | -13 | 6 | 4 | · | 1 | -2 | -6 | 12
16 | C[C@@H]1CCCCO[C@H](CN(C)C(=O)Nc2ccc3c(c2)OCO3)[C@@H](C)CN([C@@H](C)CO)C(=O)c2cc(NC(=O)c3ccncc3)ccc2O1 | · | -10 | 1 | 8 | -14 | -14 | 3 | -22
17 | O=C1OCc2cc(NS(=O)(=O)c3cccs3)ccc21 | · | 34 | -1 | 4 | 8 | 3 | -2 | ·
18 | Cn1ccnc1CN1CCN(C(=O)c2cc(COc3ccc(F)c(F)c3)on2)CC1 | 1 | 9 | 5 | -12 | -6 | -1 | 3 | 2
19 | COc1ccc(CN(C)C[C@@H]2OCCCC[C@H](C)Oc3ccc(NS(=O)(=O)c4ccc(OC)cc4)cc3C(=O)N([C@H](C)CO)C[C@H]2C)cc1 | 14 | · | · | 1 | 6 | · | 2 | 8
20 | CCC1CCc2c(sc(NC(=O)C3CC=CCC3C(=O)O)c2C#N)C1 (stereo not given) | -2 | 8 | -2 | · | 3 | -8 | · | -1
21 | O=C(COc1ccccc1)NCC(=O)N/N=C/c1ccc(Br)cc1 | 9 | 6 | 0 | 0 | 5 | 1 | · | ·
22 | COc1ccc(-c2cc(C(=O)N(C)Cc3ccc(OC)c(OC)c3OC)c3ccccc3n2)cc1OC | 27 | -16 | 16 | 2 | 10 | -4 | · | 2
23 | Cc1cc(C)n(CCCNC(=O)COc2ccc([N+](=O)[O-])cc2)n1 | -5 | 4 | 0 | 5 | 2 | -1 | 2 | 0
24 | CNC(=O)C(=O)NCC1OCCN1S(=O)(=O)c1ccc(OC)c(OC)c1 (stereo not given) | 9 | -20 | -3 | -4 | 1 | 1 | · | -1
25 | O=C(NC1CCCCC1)c1cc(S(=O)(=O)N2CCOCC2)c(Cl)cc1Cl | -11 | 6 | 1 | 15 | -1 | 0 | -1 | 5
26 | C(=C\c1ccccc1)/CN1CCN(C(c2cc3ccccc3o2)c2nnnn2C2CCCCC2)CC1 (stereo not given) | -7 | -4 | · | 1 | 8 | 7 | 4 | ·
27 | COc1ccc(-c2nn(-c3ccccc3)cc2CNCCN2CCOC2=O)c(F)c1 | -4 | -65 | 7 | · | -5 | -15 | 5 | -6
28 | COC(=O)[C@H]1[C@H]2C[C@H]3c4[nH]c5ccccc5c4CCN3C[C@H]2CC[C@@H]1O | -9 | 17 | -1 | -3 | 7 | -3 | -1 | -5
29 | O=C(NCc1ccco1)c1cnc2sccn2c1=O | -17 | 0 | · | 2 | -10 | -3 | -2 | -3
30 | COC(=O)c1c(NS(=O)(=O)c2ccccc2)csc1C | -6 | 5 | 0 | · | -6 | -3 | · | -1

Single values from the results shown:
S100A4 MyoIIA with C[C@@H]1CCCCO[C@H](CN(C)C(=O)Nc2ccc3c(c2)OCO3)[C@@H](C)CN([C@@H](C)CO)C(=O)c2cc(NC(=O)c3ccncc3)ccc2O1 stands at -14
PAX8 inh HTS with COC(=O)C[C@@H]1CC[C@H]2[C@@H](COc3ccc(NC(=O)c4cscn4)cc3C(=O)N2C)O1 stands at -7
S100A4 MyoIIA with O=C(NC1CCCCC1)c1cc(S(=O)(=O)N2CCOCC2)c(Cl)cc1Cl stands at 0
EWS-Fli inh with COc1ccc(CN(C)C[C@@H]2OCCCC[C@H](C)Oc3ccc(NS(=O)(=O)c4ccc(OC)cc4)cc3C(=O)N([C@H](C)CO)C[C@H]2C)cc1 stands at 6
EWS-Fli inh with Cn1ccnc1CN1CCN(C(=O)c2cc(COc3ccc(F)c(F)c3)on2)CC1 stands at -6

(continued)
cpd | structure | PAX8 inh HTS | LGR2 inh | ERAP1 inh | PglD inh | EWS-Fli inh | S100A4 MyoIIA | PGC1a acetyl inh | FN deposition inh
31 | CC(=O)N/C(N)=N/c1nc(=O)c2ccccc2s1 | -120 | · | · | · | -69 | -2 | · | 0
32 | O=C(N1CCOCC1)N1CCOCC1 | -10 | · | · | 1 | · | · | 5 | 6
33 | COc1ccc2[nH]c(C)c(CCNC(=S)Nc3ccccc3C)c2c1 | 3 | 6 | -1 | 0 | -6 | -1 | -12 | -11
34 | Cc1ccc(NC(=O)C(=O)NCC2CCCO2)cc1 (stereo not given) | -105 | -6 | -1 | · | -15 | 2 | · | 6
35 | COc1cccc(CNC(=O)C[C@@H]2C=C[C@H](NC(=O)C3CC3)[C@@H](CO)O2)c1 | 9 | 3 | -3 | 1 | 1 | 7 | 4 | -18
36 | COc1ccc(C#Cc2ccc([C@H]3[C@H](CO)N4CCCCN(C)C[C@@H]34)cc2)cc1 | -55 | -61 | 0 | -3 | -23 | -17 | 10 | -5
37 | C/C=C/c1ccc2c(c1)O[C@@H](CN(C)C(=O)c1ccccc1F)[C@@H](C)CN([C@@H](C)CO)S2(=O)=O | · | -24 | 0 | -2 | -10 | 4 | -28 | -10
38 | Cc1cc(NC(=O)Cn2nc(C(=O)O)c3ccccc3c2=O)c([N+](=O)[O-])cc1C | 13 | -7 | -1 | -1 | 1 | -3 | · | 10
39 | Nc1cc2nn(-c3ccccc3)nc2cc1Cl | -104 | · | 1 | · | -27 | 2 | · | -3
40 | Cc1nn(C)cc1C(C)NC(=O)c1cc(COc2ccc(F)c(F)c2)on1 (stereo not given) | -36 | -14 | 0 | -2 | -27 | 2 | -2 | 11
41 | COC(=O)C1=C(C)NC2=C(C(=O)CC(C)(C)C2)C1c1cnn(C)c1C (stereo not given) | 55 | · | 12 | · | 13 | 0 | · | -3
42 | CO[C@H]1CN(C)C(=O)c2ccc(NC(=O)c3cc(C)on3)cc2OC[C@H](C)N(CC2CC2)C[C@H]1C | -3 | -6 | 0 | 1 | -4 | 2 | -6 | 0
43 | CC(=O)C[C@@H](O)CC(=O)[C@H]1OC(=O)CCCCCCCCc2ccccc21 | 30 | -3 | -4 | -3 | 3 | -3 | 2 | -26
44 | COc1ccc(S(=O)(=O)N(C)C[C@H]2Oc3ccc(NC(=O)Nc4ccc5c(c4)OCO5)cc3CC(=O)N([C@H](C)CO)C[C@@H]2C)cc1 | -16 | 1 | -1 | -1 | -2 | -31 | -2 | ·
45 | O=C(COC(=O)c1ccccc1C(=O)OCC(=O)NCCc1c[nH]c2ccccc12)NCCc1c[nH]c2ccccc12 | 8 | 23 | · | 3 | -13 | 1 | · | -5
46 | CNC[C@H]1Oc2ccc(NS(=O)(=O)c3ccc(C)cc3)cc2CC(=O)N([C@H](C)CO)C[C@@H]1C | -8 | 4 | -2 | -1 | 0 | -26 | 5 | ·
47 | CC(C)C#Cc1ccc([C@@H]2[C@@H](C#N)N(C(=O)CN(C)C)[C@H]2CO)cc1 | 11 | 10 | -2 | 3 | 10 | -3 | -4 | 6
48 | CC(C)(C)OC(=O)N1CCC(c2c(C(=O)NCC3CCN(C4CCCC4)C3)cnn2-c2ccccc2Cl)CC1 (stereo not given) | 2 | 1 | -2 | 2 | 11 | 16 | 1 | 0
49 | COC(=O)C1=CO[C@@H](O[C@@H]2O[C@H](CO)[C@@H](O)[C@H](O)[C@H]2O)C2C1CC(O)O[C@H]2C (stereo not given in full) | -11 | 11 | · | -2 | -3 | 3 | · | 7
50 | Cc1ccc([N+](=O)[O-])cc1S(=O)(=O)NCCc1c(C)[nH]c2c(C)cccc12 | 3 | 5 | -3 | 5 | 16 | -1 | -9 | 11
51 | CCC(=O)Nc1c2c(nn1-c1ccc(C)cc1)CS(=O)(=O)C2 | · | 13 | -2 | -8 | · | -6 | 4 | ·
52 | CCOC(=O)c1c(NC(=O)C2Cc3ccccc3C(=O)O2)sc2c1CCCC2 (stereo not given) | -11 | -18 | · | 12 | -7 | 2 | 3 | -2
53 | C[C@H]1CCCCO[C@H](CN(C)C(=O)NC2CCCCC2)[C@@H](C)CN([C@@H](C)CO)C(=O)c2cc(NC(=O)CCC(F)(F)F)ccc2O1 | 6 | 6 | 6 | -3 | 6 | -1 | · | ·
54 | COC(=O)c1ccc(C)c(-n2c(=O)n(Cc3ccccc3)c(=O)c3[nH]cnc32)c1 | -28 | -17 | 1 | -1 | 2 | -2 | 0 | 5
55 | Cc1cc(C)c(S(=O)(=O)N2CCOC2CNC(=O)C(=O)NCc2cccnc2)c(C)c1 (stereo not given) | 9 | -15 | -1 | 1 | -2 | -3 | -1 | -5
56 | Cc1cccc(Nc2ccncc2S(N)(=O)=O)c1 | 6 | -6 | 1 | -2 | 0 | -5 | 11 | 9
57 | COc1ccccc1CN1Cc2cccc3c2[C@@H](CC1=O)[C@H](O)[C@H](O)C3 | 4 | -11 | -3 | 1 | -1 | 2 | 3 | 7
58 | C/C=C/c1ccc([C@@H]2[C@H](CO)N(C(=O)CC)[C@H]2CNC(=O)CC2CC2)cc1 | -10 | 4 | · | -1 | -1 | · | -5 | -11
59 | O=C(CN1CCSc2ccccc21)NCCCc1ccccc1 | 25 | -20 | 3 | · | -10 | -10 | -8 | 3
60 | CCOC(=O)N1CCN(C(=O)COc2cccc3c2CCN(Cc2ccc(F)cc2)C3=O)CC1 | 6 | 7 | · | 10 | · | · | 2 | 12
61 | Cc1cccc(CN2CCC(Oc3ccc(C(=O)N4CCCCC4)cc3)CC2)c1 | 8 | 2 | -1 | 0 | · | -5 | · | 0

Filtered by structure: the entries above containing a furan ring, fused or not.
cpd | structure | PAX8 inh HTS | LGR2 inh | ERAP1 inh | PglD inh | EWS-Fli inh | S100A4 MyoIIA | PGC1a acetyl inh | FN deposition inh
26 | C(=C\c1ccccc1)/CN1CCN(C(c2cc3ccccc3o2)c2nnnn2C2CCCCC2)CC1 (stereo not given) | -7 | -4 | · | 1 | 8 | 7 | 4 | ·
29 | O=C(NCc1ccco1)c1cnc2sccn2c1=O | -17 | 0 | · | 2 | -10 | -3 | -2 | -3
